Bioassay records deposited in PubChem BioAssay by several laboratories.
RTF Ca sens act: cardiac RTF calcium sensitization | IANBD-labeled TnC RTF fluorescence at EC20 calcium; 0% EC20 calcium, 100% full calcium | activation, % at 7.2 µM | actives 0.24% (n = 340,000) | AID 493008;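 active means activation above the mean over all tested compounds plus 3 SD, cut at about 30% in these data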;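 further: rise in fluorescence read as greater calcium sensitivity of cardiac thin filaments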
dFosB activator: enhances mouse delta FosB homodimer DNA binding; P13346; purified delta FosB, TAMRA-CDK5 oligo fluorescence polarization; percent of positive-control signal above neutral wells; activation, % at 25 µM; actives 0.99% (n = 340,000); AID 493131;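 active means mean activation above about 17%, with every replicate also reaching it, limit read from the data, passing the limit was not always enough; inconclusive means only one of the two conditions met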;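 further: fluorescence polarization rise as delta FosB binds a TAMRA Cdk5 AP-1 oligo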
Target sequence (P13346 whole entry, looked up): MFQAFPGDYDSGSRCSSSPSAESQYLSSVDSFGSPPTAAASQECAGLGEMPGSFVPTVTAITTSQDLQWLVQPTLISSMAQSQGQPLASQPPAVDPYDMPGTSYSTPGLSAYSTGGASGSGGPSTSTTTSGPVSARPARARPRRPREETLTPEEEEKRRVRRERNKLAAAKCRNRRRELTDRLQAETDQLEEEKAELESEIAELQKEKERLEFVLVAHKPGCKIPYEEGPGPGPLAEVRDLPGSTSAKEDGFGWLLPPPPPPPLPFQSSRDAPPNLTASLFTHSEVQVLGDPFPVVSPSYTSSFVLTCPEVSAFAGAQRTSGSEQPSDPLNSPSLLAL
CDK5 inh: blocks human CDK5/p35 kinase activity; Recombinant CDK5/p35, ADP-Glo luminescence, 60 min; inhibition, % at 10 µM; actives 0.01% (n = 330,000);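 active means highest replicate inhibition of at least 50% and at least 75% of replicates reaching 50%; inconclusive means only one of the two criteria met; inactive means both criteria failed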;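 further: plate controls were DMSO neutral control for no effect and GW8510 at 10 µM for full effect; many of its hits are not listed in these tables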
Target sequence (Q00535 whole entry, looked up): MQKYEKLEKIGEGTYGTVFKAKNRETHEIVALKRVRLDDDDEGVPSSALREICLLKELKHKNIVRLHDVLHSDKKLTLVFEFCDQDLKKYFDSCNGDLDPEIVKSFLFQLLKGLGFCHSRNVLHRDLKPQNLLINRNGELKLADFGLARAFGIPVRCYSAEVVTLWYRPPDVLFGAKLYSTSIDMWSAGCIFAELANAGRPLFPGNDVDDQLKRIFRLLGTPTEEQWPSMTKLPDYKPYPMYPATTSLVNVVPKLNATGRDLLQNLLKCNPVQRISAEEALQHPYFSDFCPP
Target sequence (Q15078 whole entry, looked up): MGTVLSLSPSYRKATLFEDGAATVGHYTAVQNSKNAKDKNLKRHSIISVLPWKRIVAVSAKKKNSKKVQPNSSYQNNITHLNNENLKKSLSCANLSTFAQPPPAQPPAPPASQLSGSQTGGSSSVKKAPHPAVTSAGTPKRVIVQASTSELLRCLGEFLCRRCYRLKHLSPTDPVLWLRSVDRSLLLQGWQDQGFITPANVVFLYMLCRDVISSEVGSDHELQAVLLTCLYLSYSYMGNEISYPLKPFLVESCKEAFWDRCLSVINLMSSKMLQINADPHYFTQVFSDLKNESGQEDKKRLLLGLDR
Rtt109 HAT inh: inhibitors of Candida albicans Rtt109/Vps75 histone acetyltransferase; Q5AAJ8; purified Rtt109/Vps75, ThioGlo CoA-SH fluorescence, 4 h; inhibition, % at 34.9 µM; actives 0.16% (n = 330,000);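 active means inhibition of at least 50% in every replicate; inconclusive means best replicate reaches 50% inhibition but some replicates fall short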
RTF Ca sens inh: cardiac RTF calcium desensitization | P19429+P45379 | actives 0.12% (n = 340,000) | IANBD-labeled cardiac RTF, Ca2+ fluorescence | AID 493244 | inhibition, % at 7.15 µM;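 active means inhibition above the mean inhibition of all tested compounds plus 3 SD, cut at about 17% in these data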;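 further: assay run at fixed EC70 calcium of 1.6 mM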
Keap1 Nrf2 FP: Keap1-Nrf2 (human) interaction inhibition; Keap1 Kelch-Nrf2 peptide fluorescence polarization, 1536-well; inhibition, % at 9.4 µM; actives 0.15% (n = 340,000); AID 504523; in the data active means inhibition above about 12%; inconclusive means no clear call, values can overlap the other calls; inactive means below about 7.3%;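 further: human Keap1 Kelch domain with fluorescein labeled Nrf2 9mer peptide probe; 0% = neutral control wells and 100% = peptide positive control; higher means more block of Keap1 binding to Nrf2 peptide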
PfHsp90 yeast 2: growth inhibition of yeast expressing Plasmodium Hsp90; actives 0.32% (n = 310,000); S. cerevisiae expressing PfHsp90, BacTiter-Glo ATP, 48 h; yeast lacking PDR1 and PDR3 efflux regulators; inhibition, % at 9.4 µM;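 active means every replicate shows inhibition above about 80%, whatever the replicate mean, limit read from the data; inconclusive means mean inhibition reaches the set limit but some replicate falls short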;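 further: 0% = DMSO neutral controls and 100% = 20 µM radicicol positive controls; yeast relying on Plasmodium falciparum Hsp90 in place of its own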
C-LANA FP: blocks KSHV LANA C-terminal domain binding to DNA; AID 504423; MBP-C-LANA/FAM-LBS DNA binding, fluorescence polarization; inhibition, % at 9 µM; actives 0.078% (n = 340,000);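 active means highest replicate inhibition at or above 60% at 9 µM, even if other replicates fall short; inactive means all replicates below 60% inhibition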;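 further: 0% = neutral control wells and 100% = 4 µM acridine orange control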
NSD2 HMT inh: blocks human histone methyltransferase NSD2. O96028. NSD2 peptide methylation, AlphaScreen, 120 min. inhibition, % at 12.5 µM. actives 0.54% (n = 310,000). AID 743445; in the data active means inhibition above about 50%
SUMO Mot1 rescue: SUMOylation pathway inhibition by Mot1-301 growth rescue. AID 2716. growth rescue, % at 18.8 µM. actives 1% (n = 320,000). S. cerevisiae Mot1-301 growth rescue, ATP luminescence, 38.5C; percent above DMSO median, 100 means doubled;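 active means every valid replicate shows activation above 250% relative to neutral control wells; inactive means the rest, any valid replicate at or below 250%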;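 further: OY570 slx delta 5 strain wells were the positive control but not used for scaling; some compounds called inactive have numbers as strong as hits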
PvdQ acylase: blocks Pseudomonas aeruginosa PvdQ acylase activity. purified PvdQ acylase, fluorescence plate reader. inhibition, % at 10 µM. actives 0.063% (n = 340,000). AID 488965; in the data active means inhibition above about 30%, passing the limit was not always enough; inconclusive means no clear call, values can overlap the other calls;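 further: 0% = vehicle neutral wells and 100% = reference inhibitor wells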
* hit, by the source's call; ? = inconclusive; . = no result given.

SMILES	RTF Ca sens act	dFosB activator	CDK5 inh	Rtt109 HAT inh	RTF Ca sens inh	Keap1 Nrf2 FP	PfHsp90 yeast 2	C-LANA FP	NSD2 HMT inh	SUMO Mot1 rescue	PvdQ acylase
Cc1ccsc1/C=C1/SC(=O)N(CC(=O)N2CCOCC2)C1=O	2	1	-0.1	17	6	-2	-2	0.9	0	.	-8
Cc1ccc(NC(=O)/C(=C\c2ccc3c(c2)OCO3)NC(=O)c2ccco2)cc1	-7	-7	-1.5	2	3	0	.	-0.1	.	-11	11
COc1ccc(C2C(C(=O)N3CCOCC3)CCC(=O)N2c2cc(OC)c(OC)c(OC)c2)cc1 (stereo not given)	4	-11	-1.5	-6	-11	-1	.	-1.2	-3	-1	-14
CC(C)C(NS(=O)(=O)c1cccs1)C(=O)NCCN1CCN(c2ccccc2)CC1 (stereo not given)	3	-7	-0.3	-1	-4	4	25	8.1	.	-3	-4
COc1ccc2cc(CN(CCc3ccccc3)Cc3nnnn3Cc3ccco3)c(=O)[nH]c2c1	-5	0	-1.2	-1	-2	-11	-8	2.5	-1	-20	9
Cc1ccc(C)c(/C=N/n2cc(-c3ccccc3)[nH]c2=S)c1	2	-10	-7.1	1	1	-6	-19	-0.5	4	-5	-7
CCCCOC(=O)c1ccc(OC(=O)N2CCOCC2)cc1	-5	0	-0.1	13	-2	3	9	-0.9	-1	8	-10
CC1Cc2ccccc2N1C(=O)CSc1nc2ccccc2n1CC(=O)N1CCOCC1 (stereo not given)	5	-10	0.5	0	-11	-3	-7	-1.1	-1	13	-7
COc1ccc(-c2ccc(SCC(=O)N3CCOCC3)nn2)cc1	-1	-11	0.3	-4	-7	-1	-10	-1.6	-3	4	-12
Fc1ccc(NCc2nnc3n2CCCCC3)cc1	2	4	0.3	-10	-5	1	-9	1.8	-6	-8	-8
C[C@@]12C(=O)Nc3ccc(F)cc3C(=O)N1[C@H]1c3cc(Cl)ccc3OC[C@@H]1[C@@H]2c1ccccc1	-3	5	0.2	2	-13	4	-115	-1.6	.	409*	-5
O=C(Nc1ccccc1)c1ccccc1NC(=O)C(F)(F)F	0	2	-0.7	-8	3	1	2	0.3	38	10	-7
COC(=O)c1ccc(/C=C2\SC(=S)N(CCCC(=O)NCCCN3CCOCC3)C2=O)cc1	-1	-11	-2.1	10	-34	-4	-11	-1.2	1	-7	-21
CC1CN(C(=O)COc2coc(CN3CCc4ccccc4C3)cc2=O)CC(C)O1 (stereo not given)	-3	-8	-1.6	-6	-9	-3	26	-1.3	1	-16	-10
Cc1cc(C)n(-c2cc(N3CCN(C(=O)c4ccc(C(C)(C)C)cc4)CC3)ccc2[N+](=O)[O-])n1	1	-16	-0.7	7	4	8	-8	1.2	9	-16	-4
CC(=O)NC1C(=O)N(CCN2CCOCC2)c2ccc(F)cc21 (stereo not given)	3	6	0.8	-5	-2	-8	28	3.8	-4	-21	-12
CC[C@H]1c2[nH]c3ccc(C(C)C)cc3c2[C@@H]2CCN3C(=O)CCC[C@H]1[C@H]23	12	-2	0.7	0	0	-5	-7	0.4	.	.	-16
Cc1ccc(/C=N/NC(=O)c2ccoc2C)o1	0	5	0.8	-6	7	1	-5	2.0	-2	-7	5
COc1ccccc1C1CCN(c2ccc([N+](=O)[O-])cn2)CC1	2	-4	-0.8	-6	2	-1	-14	-1.2	1	10	-12
CCOC(=O)N1CCN(C(=O)c2ccc(OCC)cc2)CC1	-7	3	-0.5	-8	3	-2	-21	-1.5	0	616	8
COC(=O)CN1CCN(C(=O)c2ccco2)CC1	4	-1	0.7	3	2	1	11	1.8	1	96	-15
CC(=O)c1ccc(S(=O)(=O)N(C)CC(=O)NCc2ccco2)cc1	-4	0	0.1	-3	-3	-6	.	1.2	1	171	-6
COc1ccc(C(=O)COC(=O)CCN2C(=O)C3C4CCC(C4)C3C2=O)cc1 (stereo not given)	-9	-10	-1.0	.	0	2	3	-1.7	-2	-1	0
COc1ccc(-c2cnc3n2CCCCC3)cc1	1	-3	0.2	-9	0	-1	10	.	1	15	-17
COc1ccc(N2CCN(C(CNC(=O)C(C)C)c3ccc4c(c3)OCO4)CC2)cc1 (stereo not given)	-1	0	0.0	16	-1	3	-1	-2.2	0	1	-10
COc1ccc(Nc2nc(NCc3ccco3)nc(N/N=C/c3ccccc3F)n2)cc1	-12	1	3.1	35	1	-2	-13	0.9	-2	-1	6
CCOC(=O)C1CCN(C(=O)COc2ccc3c(C)cc(=O)oc3c2)CC1	-3	-8	0.6	13	3	1	2	1.2	-3	-7	5
CC(=O)c1cccc(OCc2cc(C(=O)N(C)CCC3CCOCC3)no2)c1	0	-10	1.1	24	-11	-10	9	1.3	-4	-2	-16
COc1ccc(NC(=O)CN2C(=O)c3ccccc3S2(=O)=O)cc1OC	4	6	2.0	42	2	2	32	-1.1	2	404*	8
CC(=O)c1ccc(N(C(=O)CNC(=O)c2cccs2)C(C(=O)NCC2CCCO2)c2ccccc2)cc1 (stereo not given)	-3	-14	2.0	15	7	-5	-12	-0.3	-2	42	-14
CC1CCc2cc(F)ccc2N1C(=O)C1(C)CC1(Cl)Cl (stereo not given)	2	-6	-1.0	24	-3	-1	1	0.6	-6	50	6
COC(=O)c1cc(S(=O)(=O)NCc2ccccc2)c[nH]1	3	-1	0.3	-15	-4	-2	8	-0.2	.	-7	-14
CCOC(=O)C(CCc1ccccn1)c1ccccc1 (stereo not given)	-7	-6	-0.6	8	0	-3	.	-0.2	-1	.	10
CC(C)C(=O)Nc1ccc2c(c1)C(=O)NC2=O	1	-1	1.0	-2	2	-1	-30	0.5	-6	1	-4
NS(=O)(=O)c1ccc(CCNC(=O)c2nc(CS(=O)(=O)c3ccc(Cl)cc3)no2)cc1	2	-11	-2.9	0	-2	-2	-65	-1.9	-1	65	-11
CSc1nc(Oc2ccc3ccccc3c2)c2ccccc2n1	-6	-12	1.5	-7	5	1	-11	-1.3	-1	-24	7
C#Cc1ccc([C@H]2C=C(C(=O)OCC=C)O[C@@H](OCCCCO)C2)cc1	-5	-9	0.8	-6	-6	6	-13	0.6	.	69	-3
O=c1cc(CN2CCN(c3ccccc3F)CC2)c2cc3c(cc2o1)CCCC3	6	-4	-0.1	-30	4	3	1	0.6	1	-15	-5
C/C(=C\c1cccc(Br)c1)C(=O)c1c(C)cc(C)[nH]c1=O	-3	-2	-2.6	-4	2	-3	18	1.5	2	-5	-3
Cc1ccc(NCc2nnc(SCC(=O)Nc3cc(C)on3)n2C)cc1	-1	-3	-0.1	6	-4	-2	30	-1.8	0	-7	4
O=C(O)c1cc(S(=O)(=O)NCCOc2ccccc2)ccc1Cl	-3	-6	1.7	12	-7	-2	13	-1.1	-7	4	-14
COc1ccc(CNc2nc3c(c(=O)n(Cc4ccc(F)cc4)c(=O)n3C)n2C)cc1	1	-9	2.4	-6	-8	4	.	2.2	4	.	-10
COC(=O)c1ccccc1NC(=O)N1CCN(S(=O)(=O)c2ccc(Cl)cc2)CC1	2	11	-1.8	4	-6	3	.	-1.3	-4	1	-11
O=C(Nc1cc(C(F)(F)F)ccc1Cl)c1ccc(NC(=O)C(F)(F)F)cc1	8	?	1.0	9	8	2	-13	0.6	0	-1	8
O=C1CSC(=S)N1c1ccc(O)cc1	18	-5	2.6	-5	4	-5	-34	35	-5	-26	9
O=C(NCC(=O)N1CC(O)CC1C(=O)N1CC(O)CC1C(=O)OCc1ccccc1)OCc1ccccc1 (stereo not given)	-1	7	-0.5	5	-2	3	-13	-1.3	-1	8	-6
COc1ccc(C(=O)Nc2cc(C(=O)c3ccccc3)c(C)oc2=O)cc1	2	-8	0.5	0	-12	-6	117*	-0.1	3	-14	-3
O=[N+]([O-])c1cc(-c2csc(NC(CO)c3nc4ccccc4n3CCOCCO)n2)ccc1Cl (stereo not given)	-1	1	-0.8	2	4	-6	0	0.7	.	-1	4
COC(=O)C(=NNc1c(C)n(C)n(-c2ccccc2)c1=O)C(=O)OC	7	7	-0.6	2	-9	-1	15	-0.2	-5	1	7
O=C(Cc1ccccc1)NCC1CCCO1 (stereo not given)	2	-6	7.0	.	-4	0	-13	1.5	-1	119	9
(cont.)
SMILES	RTF Ca sens act	dFosB activator	CDK5 inh	Rtt109 HAT inh	RTF Ca sens inh	Keap1 Nrf2 FP	PfHsp90 yeast 2	C-LANA FP	NSD2 HMT inh	SUMO Mot1 rescue	PvdQ acylase
Cc1ccc(S(=O)(=O)N(C)c2ccc(OC(C)C(=O)N3CCCC3)cc2)cc1C (stereo not given)	0	0	-0.4	-7	8	0	14	0.6	1	25	-1
COC(=O)c1ccc(S(=O)(=O)N2CCN(CCO)CC2)n1C	6	-6	-1.2	4	-4	5	-2	0.6	-1	-25	7
Cc1cc(NC(=O)Cn2cnc3c(nnn3-c3ccc(C)c(Cl)c3)c2=O)no1	-1	-5	1.4	-1	-8	2	0	14	-4	4	15
O=C(NCC1CCCO1)c1cccc(Br)c1 (stereo not given)	-5	-2	-0.1	-1	-5	-4	21	1.1	0	8	22
COc1cccc([C@@H]2Oc3ccc(OC)cc3C(=O)[C@H]2O)c1	8	-3	0.5	-30	0	1	18	0.3	.	2	0
O=C(O)COc1c(-c2ccccc2)oc2ccccc2c1=O	8	0	-3.2	3	-6	-6	-20	0.0	-3	1	-25
CN(C)C(CNC(=O)c1ccc2nccnc2c1)c1ccco1 (stereo not given)	9	-4	0.1	-3	3	-3	-3	-1.5	0	9	7
O=c1c(Cc2ccccc2)c(O)ccn1CCc1cnc[nH]1	2	5	0.7	-16	-4	3	.	0.1	-4	-2	-6
Cc1cc(Cl)c(OCCOCCN2CCCCC2)c(Br)c1	2	1	-0.4	1	-10	-2	-3	0.4	-1	-14	8
COc1ccc(/C=C/C(=O)OCC(=O)c2c(N)n(C)c(=O)n(C)c2=O)c(OC)c1	0	-3	0.1	7	-4	-7	.	-1.3	.	-4	14
CC(C)S(=O)(=O)N1CCN(c2ccnc3cc(Cl)ccc23)CC1	.	-1	0.2	-3	.	-5	9	-0.7	0	-9	-16
CCc1ccc(C=NC23CN4CN(CN(C4)C2)C3)s1	4	-4	0.9	3	-3	-3	9	-1.2	0	-13	6
Nn1c(SCC(=O)N2CCCCC2)nnc1-c1ccncc1	-2	4	-1.0	-7	6	1	1	1.3	3	5	-6
